High-throughput results (PubChem)
proCasp3 act: activates human procaspase-3; P42574; recombinant procaspase-3 D3A, Ac-DEVD-pNA absorbance 405 nm; activation, % at 8.5 µM; hit rate 0.11% among 330,000; AID 463141;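 active means activation above the mean of all tested compounds plus 3 SD, cut at about 21% in these data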;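 further: 0% = DMSO alone and 100% = DMSO wells spiked with extra 5 µM PC-3 D3A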
Target sequence (P42574 whole entry D9A/D28A/D175A): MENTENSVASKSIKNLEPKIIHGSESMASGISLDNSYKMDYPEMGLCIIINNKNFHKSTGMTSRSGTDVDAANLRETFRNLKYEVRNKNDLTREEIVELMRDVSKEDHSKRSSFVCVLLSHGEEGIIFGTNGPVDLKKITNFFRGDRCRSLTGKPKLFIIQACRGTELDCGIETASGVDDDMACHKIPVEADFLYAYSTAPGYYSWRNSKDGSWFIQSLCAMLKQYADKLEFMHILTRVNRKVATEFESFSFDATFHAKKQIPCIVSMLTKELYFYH
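Assay system – Procaspase-3 D3A mutant, all three cleavage aspartates alanine · Controls – DMSO-only low control, 5 µM PC-3 D3A high control · Schedule – 1 h compound preincubation, 2 h substrate hydrolysis at 25 °C · Signal – 405 nm absorbance of p-nitroaniline, reads at 0 and 120 min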
MEP2-GFP yeast: modulators of TOR pathway MEP2-GFP in S. cerevisiae; S. cerevisiae MEP2-GFP strain, flow cytometry GFP, 3 h; 100% = DMSO control level; AID 2016; GFP response vs DMSO, % at 10 µM; hit rate 0.51% among 330,000;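 active means GFP response versus DMSO above a set limit, roughly screen mean plus 3 SD, cut at about 180% in these data; inconclusive means fewer than 70 cells counted for a yeast strain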;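 further: median GFP fluorescence of the barcode-gated MEP2-GFP cells per well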
AHR act: human AHR activation; AHR-responsive luciferase reporter cells, luminescence; activation, % at 5 µM; hit rate 2.5% among 320,000; in the data active means activation above about 47%;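 further: 0% = vehicle wells and 100% = reference agonist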
LAP4 TOR yeast: alters LAP4-GFP fluorescence in TOR pathway yeast screen; S. cerevisiae LAP4-GFP multiplex, flow cytometry GFP, 3 h; median GFP as percent of DMSO wells; GFP response vs DMSO, % at 10 µM; hit rate 0.34% among 320,000;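 active means GFP response vs DMSO above a set limit, about the screen mean plus 3 SD, cut at about 150% in these data; inconclusive means under 70 cell events counted for the yeast strain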
AGP1 TOR yeast: alters AGP1-GFP fluorescence in TOR pathway yeast screen. S. cerevisiae AGP1-GFP multiplex flow cytometry, 3 h; GFP as percent of DMSO wells. GFP response vs DMSO, % at 10 µM. hit rate 0.02% among 320,000;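 active means GFP response relative to DMSO above a set limit, near screen average plus 3 SD, cut at about 150% in these data; inconclusive means fewer than 70 cells counted for the yeast strain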;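 further: median GFP channel fluorescence of the gated AGP1 strain per well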
proCasp7 act: activates human procaspase-7, counter-screen for procaspase-3 activators. hit rate 0.093% among 330,000. activation, % at 8.5 µM. recombinant procaspase-7, Ac-DEVD-pNA absorbance 405 nm; D23A/D198A/D206A triple mutant, cannot self-cleave; scale: DMSO 0, 5 µM enzyme 100. P55210;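 active means percent activation above the screen-wide mean plus 3 SD, cut at about 25% in these data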
Target sequence (P55210 whole entry D23A/D198A/D206A): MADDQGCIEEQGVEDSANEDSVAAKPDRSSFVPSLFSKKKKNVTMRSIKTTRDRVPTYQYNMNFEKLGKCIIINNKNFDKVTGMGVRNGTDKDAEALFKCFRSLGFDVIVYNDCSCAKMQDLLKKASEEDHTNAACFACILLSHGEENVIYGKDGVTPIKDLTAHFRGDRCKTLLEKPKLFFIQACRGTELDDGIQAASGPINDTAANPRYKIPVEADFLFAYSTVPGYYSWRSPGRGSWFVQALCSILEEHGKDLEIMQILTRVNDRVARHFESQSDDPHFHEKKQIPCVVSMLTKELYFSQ
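Material: Procaspase-7 triple mutant (PC-7 D3A) | Quantity: 2 µM procaspase-7 mutant as dispensed | Reagent: DEVD-pNA substrate | Times: 1 h preincubation, 2 h reaction | Technique: 405 nm absorbance of p-nitroaniline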
CIT2 TOR yeast: yeast TOR pathway CIT2-GFP modulation; S. cerevisiae CIT2-GFP strain, flow cytometry, 3 h; 100 means same as DMSO wells; GFP response vs DMSO, % at 10 µM; hit rate 0.065% among 320,000; AID 2029;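 active means GFP response relative to DMSO above a set limit, near the screen mean plus 3 SD, cut at about 150% in these data; inconclusive means Fewer than 70 cells measured for a yeast strain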;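 further: ratio of well median GFP fluorescence to mean of DMSO wells on the plate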
RPL19A-GFP yeast: alters RPL19A-GFP fluorescence in TOR pathway yeast screen. percent response vs DMSO, % at 10 µM. AID 2025. hit rate 0.3% among 330,000. S. cerevisiae RPL19A-GFP strain, flow cytometry, 3 h; active compounds read low;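 active means percent response vs DMSO below 50%; inconclusive means fewer than 70 events counted for the yeast strain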;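 further: median channel GFP fluorescence of the barcoded RPL19A-GFP strain; ratio of sample median GFP to plate DMSO average so 100% = DMSO; lower means less RPL19A-GFP as with rapamycin TOR inhibition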
* marks the source's active call; other numbers are inactive results; u = inconclusive; x = not tested or not shown; [ ] = dose if it differs, or a comment.

Every second line gives: proCasp3 act, MEP2-GFP yeast, AHR act, LAP4 TOR yeast, AGP1 TOR yeast, proCasp7 act, CIT2 TOR yeast, RPL19A-GFP yeast
CCOC(=O)C1(CCCc2ccccc2)CCN(C(=O)CCc2cnccn2)CC1
    8, 106, 0, 109, 104, 4, 96, 102
COc1ccc(NC(=O)N2CC(C)OC(C)C2)cc1OC (configuration not stated)
    2, 102, 2, 96, 109, -3, 101, 104
O=S(=O)(c1cc(F)ccc1F)N1CCN2CCCC2C1 (configuration not stated)
    -7, 108, 2, 96, 101, 1, 102, 101
N/C(=N\OC(=O)C12CC3CC(CC(C3)C1)C2)c1ccncc1
    12, 97, 8, 113, 97, 0, 92, 100
CSCC[C@H](NC(=O)N1CCn2c1nc1ccccc12)C(=O)NC1CC1
    3, 93, 3, 91, 97, 0, 103, 98
COc1cccc2cc(C(=O)NCCc3ccccc3)c(=O)oc12
    -1, 108, 0, 91, 93, -2, 94, 101
CCCCN(C(=O)c1cccc(-n2cccc2)c1)c1c(N)n(Cc2ccccc2)c(=O)[nH]c1=O
    4, 94, 3, 98, 85, -7, 83, 80
O=C(NCCOC(=O)C1COc2ccccc2O1)C1COc2ccccc2O1 (configuration not stated)
    8, 102, 2, 112, 112, 18, 93, 104
COc1cccc(C(C)NC(=O)Nc2cccc(C(F)(F)F)c2)c1 (configuration not stated)
    5, 107, 7, 108, 111, 3, 113, 105
Cc1ccc(S(=O)(=O)NC(Cc2c[nH]c3ccccc23)C(=O)O)cc1 (configuration not stated)
    -2, 111, 10, 103, 102, -5, 104, 98
O=C(Nc1cc(S(=O)(=O)N2CCOCC2)ccc1-n1cncn1)c1ccc(Cl)cc1
    -8, 100, -8, 90, 92, -5, 95, 97
Cc1ccc(O)c(NC(=O)c2ccc3c(c2)C(=O)N(Cc2cccnc2)C3=O)c1
    3, 98, 20, 65, 91, 12, 85, 104
CCN(CC)C(=O)C(=O)c1ccn(-c2c(C)csc2C(=O)OC)c1
    4, 102, -1, 96, 103, 0, 105, 104
COC(=O)/C=C1\NCCSC1=O
    4, 105, 1, 100, 102, 9, 105, 96
CCc1cccc(CC)c1NC(=O)COC(=O)/C(C#N)=C/c1ccc(OC)cc1
    9, 102, -3, 100, 108, -3, 108, 111
COc1ccc([C@H]2C(C(=O)O)=C[C@@H](C(C)(C)C)N2S(=O)(=O)c2ccccc2)cc1
    4, 85, 1, 82, 86, 1, 84, 86
COc1ccc(OC)c(NC(=O)N2CCCC(C)C2)c1 (configuration not stated)
    -1, 105, 5, 103, 102, 10, 109, 104
CN(CC(=O)NNC(=O)CCNS(=O)(=O)c1ccccc1)S(=O)(=O)c1ccc(Cl)cc1
    0, 97, -1, 101, 101, 5, 107, 94
O=C(Nc1ccc2c(c1)CCC2)C1CCCN(c2ncccn2)C1 (configuration not stated)
    -5, 99, 3, 96, 96, 4, 90, x
O=C(O)C1CC=CCC1C(=O)N1CCN(c2nc(-c3ccccc3Cl)c3cc(Br)ccc3n2)CC1 (configuration not stated)
    -13, 192*[may fluoresce violet], 6, 97[may fluoresce violet], 14[may fluoresce violet], -4, u, 75[may fluoresce violet]

Additional results:
Every second line gives: proCasp3 act, MEP2-GFP yeast, AHR act, LAP4 TOR yeast, AGP1 TOR yeast, proCasp7 act, CIT2 TOR yeast, RPL19A-GFP yeast
O=C(CSc1nccn1-c1cccc(Cl)c1)NO
    -2, 100, 7, 106, 98, 2, 92, 96
CN(C(=O)c1ccc2c(=O)n3c(nc2c1)CCCCC3)c1ccccc1
    -8, 122, 3, 104, 99, -6, 93, 99
CCCOc1ccccc1C1NC(=O)NC(C)=C1C(=O)OCCOC (configuration not stated)
    2, 102, -1, 103, 103, 13, 111, 99
CC(Cl)C(=O)Nc1ccccc1C#N (configuration not stated)
    4, 108, 9, 98, 99, 8, 98, 102
Cc1ccc(S(=O)(=O)N2CCCCC2)cc1NC(=O)CSc1nnnn1C
    -1, 102, 2, 106, 106, -8, 100, 98
Brc1cc(-c2ccccc2)nc(-c2ccccc2)n1
    0, 85, 20, 93, 97, 7, 84, 86
COc1ccc(-c2csc(CCn3nc(C)cc3C)n2)cc1
    -7, 103, -9, 96, 95, -4, x, 94
O=C1CC(c2ccc3c(c2)OCO3)C2=C(CCCC2=O)N1 (configuration not stated)
    3, 95, -1, 94, 98, -4, 97, 99
COc1ccc(/C=C/C=C2\NC(=S)NC2=O)cc1
    -8, 98, 4, 98, 98, -5, 102, 93
COc1cccc(/C=N/Nc2ccccc2C(=O)O)c1O
    -3, 117, 32, 101, 105, -9, 105, 107
O=C(COC(=O)c1ccc(F)cc1F)Nc1ccc2[nH]c(=O)[nH]c2c1
    4, 98, 3, 90, 94, 0, 93, 100
CCOc1cc(/C=C2/SC(=O)N(CC(=O)N3CCc4ccccc4C3)C2=O)ccc1OCC(=O)O
    2, 92, 1, 93, 86, -13, 91, 95
O=C(NCCCc1ccccc1)Nc1cccc(Cl)c1
    0, 112, -1, 98, 95, 0, 97, 104
CC(CCc1ccccc1)OS(N)(=O)=O (configuration not stated)
    -2, 96, 1, 112, 88, 1, 87, 102
CCOC(=O)NNC(=S)Nc1c(C)n(C)n(-c2ccccc2)c1=O
    2, 99, -1, 112, 102, 0, 97, 98
COc1cccc(NC(=O)c2ccccc2-c2nc(-c3ccc(Cl)cc3)no2)c1
    -5, 101, 44, 104, 100, -2, 96, 97
CN(C)C(=O)CCC(=O)N(C)CC1CCCN(CCc2ccc(F)cc2)C1 (configuration not stated)
    10, 104, -2, 99, 101, -2, 99, 106
O/N=C\c1cnc(N2CCN(c3ccccc3)CC2)s1
    2, 99, 12, 94, 94, -1, 93, 103
C/C(Cc1ccccc1)=N\NC(=O)C1CCCCC1
    1, 105, 0, 102, 111, 5, 101, 104
CCOC(=O)N1CCN(C(=O)Cn2nc(C)n3nc(-c4ccc(CC)cc4)cc3c2=O)CC1
    6, 103, 0, 104, 102, 0, 103, 101

Additional compounds.
Every second line gives: proCasp3 act, MEP2-GFP yeast, AHR act, LAP4 TOR yeast, AGP1 TOR yeast, proCasp7 act, CIT2 TOR yeast, RPL19A-GFP yeast
N/C(=N\OC(=O)COc1ccccc1)c1ccc(Cl)cc1
    -3, 100, -7, 93, 96, -1, 101, 98
CC(=O)c1cn(-c2ccc(Cl)cc2)c(=O)n(Cc2ccc(Br)cc2)c1=O
    4, 96, 3, 81, 90, -7, 85, 95
CCOc1ccc2[nH]c3nc(SCC(=O)NCC4CCCO4)nnc3c2c1 (configuration not stated)
    7, 110, 13, 106, 98, 7, 111, 100
C/C(N)=C(/C#N)C(=O)COC(=O)c1ccc(C#N)cc1
    1, 103, -1, 99, 106, 3, 101, 109
CCOCCCNC(=O)CN1C(=O)COc2ccc(S(=O)(=O)N3CCC(C)CC3)cc21
    -1, 102, 0, 105, 102, 4, 102, 95
Cc1cccc(OCC(=O)NN2C(=O)C3C4C=CC(O4)C3C2=O)c1 (configuration not stated)
    -4, 96, 1, 109, 106, -12, 96, 99
CCOC(=O)c1cccc(NC(=O)c2cnccn2)c1
    -6, 94, 8, 104, 93, 12, 87, 93
CCOCC(=O)Nc1cc(C(=O)OC)cc(C(=O)OC)c1
    5, 100, -1, 93, 94, -2, 98, 106
COC(=O)COc1cc2ccccc2cc1C(=O)Nc1ccccc1
    16, 101, 4, 104, 96, 8, 94, 99
Cc1ccc(C)c(S(=O)(=O)NCCOC(=O)Nc2sc(=S)n(C)c2C)c1
    -15, 98, 1, 99, 93, -4, 92, 94
Cc1ccc(C)c(S(=O)(=O)N2CCCOC2CNC(=O)C(=O)NCc2ccco2)c1 (configuration not stated)
    0, 100, 15, 90, 99, 3, 99, 101
Cc1cc(C)nc(NC(=O)CSc2nnnn2-c2ccccc2)n1
    2, 95, 26, 85, 112, -19, 90, 100
Cn1c(SCC(=O)N2CCc3ccccc32)nnc1-c1ccc(S(=O)(=O)N2CCCC2)cc1
    2, 97, 9, 118, 102, 3, 90, 98
O=C(CNC(=O)c1ccc([N+](=O)[O-])cc1)N/N=C\c1ccc(OC(=O)c2ccccc2)cc1
    1, 100, -1, 100, 94, -1, 93, 100
CSc1ccccc1OCc1cc(C(=O)NCCCn2nc(C)cc2C)no1
    0, 99, 28, 85, 85, -11, 89, 107
O=C(NC1CCCCC1)N1CCSC1=Nc1ccccc1
    15, 108, 0, 102, 99, 12, 100, 104
COc1ccc(C2C(C#N)=C(N)N3C(=C2C#N)Sc2ccccc23)cc1 (configuration not stated)
    -9, 107, 6, 97, 85, 2, 88, 88
COCCNC(=O)c1nn2c(C(F)(F)F)cc(-c3ccccc3)nc2c1Cl
    2, 110, 0, 102, 101, 5, 102, 104
COC(=O)c1c(NC(=O)c2ccc(C)c(S(=O)(=O)Nc3ccccc3C)c2)sc2c1CCCC2
    -2, 116, -1, 107, 105, -1, 97, 108
CCn1c(SCC(=O)N2CCOCC2)nc2c([nH]c3ccccc32)c1=O
    0, 109, 18, 118, 107, 5, 102, 101

Arranged by SMILES length (rising): three of the compounds above.
Every second line gives: proCasp3 act, MEP2-GFP yeast, AHR act, LAP4 TOR yeast, AGP1 TOR yeast, proCasp7 act, CIT2 TOR yeast, RPL19A-GFP yeast
CCOC(=O)c1cccc(NC(=O)c2cnccn2)c1
    -6, 94, 8, 104, 93, 12, 87, 93
Cc1cccc(OCC(=O)NN2C(=O)C3C4C=CC(O4)C3C2=O)c1 (configuration not stated)
    -4, 96, 1, 109, 106, -12, 96, 99
COc1ccc(C2C(C#N)=C(N)N3C(=C2C#N)Sc2ccccc23)cc1 (configuration not stated)
    -9, 107, 6, 97, 85, 2, 88, 88

The results go on:
Every second line gives: proCasp3 act, MEP2-GFP yeast, AHR act, LAP4 TOR yeast, AGP1 TOR yeast, proCasp7 act, CIT2 TOR yeast, RPL19A-GFP yeast
COc1ccc(NC(=O)C2CCCN(S(=O)(=O)c3cccc4cccnc34)C2)c(OC)c1 (configuration not stated)
    -9, 100, 7, 96, 108, 14, 109, 98
COc1ccc(S(=O)(=O)NC2CCCC2)c(Cl)c1Cl
    9, 106, -2, 96, 99, 3, 94, 98
CC(C)(C)OC(=O)CNC(=O)c1[nH]cnc1C(=O)NCCCCCNC(=O)OC(C)(C)C
    6, 94, 0, 121, 76, 4, 67, 92
COC(=O)c1ccc(CN2CCC(Oc3cccc(C(=O)N4CCCC4)c3)CC2)cc1
    -8, 97, 1, 98, 93, -7, 101, 105
CCn1ccnc1CN1CCC(n2nccc2NC(=O)CCc2ccccc2)CC1
    5, 98, 2, 92, 93, 5, 93, 97
O=C(NNC1=NCCCCC1)c1cccc([N+](=O)[O-])c1
    -6, 102, 2, 105, 109, -6, x, 103
